# From PubChem
# Imprint erasure: qHTS Assay for Compounds that Induce Erasure of Genomic Imprints | mouse ES Peg3-LacZ reporter, beta-gal luminescence, 40 h | Potency, µM (highest dose often 60.7 µM), without a hit: top-dose activity change, positive = activation, usual class: activators | 110,000 compounds, 0.02% hits | AID 1948, 2009;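 note: 0% = negative control wells on the plate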
#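 Gelatin-coated wells received 300 freshly trypsinized female ES cells with a Peg3LacZ-Neo reporter on the maternal allele, then incubated 40 hours at 37C. BetaGlo was added for 5 minutes at room temperature before a single luminescence read.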
# IkB signaling: IkB Signaling. ABC-DLBCL IkBa-CBG/CBR dual luciferase ratio, 4 h; response scale: scaled: untreated 0%, proteasome inhibitor 100%. Potency, µM (series often up to 57.1 µM), for the others: at the top dose IkBa stabilization activation. 110,000 compounds, 0.04% hits. AID 445, 2006; active = well fitted curve in the direction sought with a large enough effect in the signal ratio, not every such curve was filed as active; inconclusive = small, poorly fitted or top-dose-only effect, or a change in a side signal; the % refers to the signal ratio;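 note: the direction sought is a rising ratio; 0% = basal untreated cells and 100% = reference inhibitor full response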
#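 Luminescence ratio of IκBα-fused green versus native red beetle luciferase in OCI-Ly3 cells, 4 h post-doxycycline with compound; red signal alone, scaled from basal (0%) to zero light (-100%), flagged nonspecific or cytotoxic effects.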
# p53ts 39C tox: qHTS Screen for Compounds that Selectively Target Cancer Cells with p53 Mutations: Cytotoxicity of p53ts Cells at the Nonpermissive Temperature. H1299-p53A138V viability at 39C, ATP luminescence, 24 h. Potency, µM (doses to about 46.1 µM), for the others: top-dose activity change, negative = cell killing, actives largely listed as cytotoxic. 130,000 compounds, 1.5% hits. AID 902, 2007; note: nearly all actives have a fitted effect of over 55% in size
# p53ts 32C kill: qHTS Screen for Compounds that Selectively Target Cancer Cells with p53 Mutations: Cytotoxicity of p53ts Cells at the Permissive Temperature; H1299-p53A138V at 32C, ATP luminescence viability, 24 h; Potency, µM (highest dose often 46.1 µM), for inactives: top-dose activity change, negative = cytotoxicity, actives largely listed as cytotoxic; 130,000 compounds, 0.93% hits; AID 924, 2007;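 note: 0% = DMSO and -100% = full killing by reference compound; nearly all actives have a fitted effect of over 55% in size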
#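 Cells: H1299 p53ts (A138V), 600/well, pre-incubated 16–30 h at 37C. Cpd up to 46 uM, 24 h, 32C. Readout: ATPlite luminescence, 20 min RT. Normalization: DMSO vs tamoxifen 100 uM. AC50 by Hill equation.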
# Starred values were filed as active, the others as inactive; ? = inconclusive; / = no result given; & = joins results of further samples; [ ] = remark or other dose. Unless noted, calls come from the whole dose curve; as a rule, active = well fitted curve in the direction sought with a large enough effect; inconclusive = small, poorly fitted or top-dose-only effect, or another doubt; inactive = no such curve, though single readings can be large; an effect the other way counts as inactive or inconclusive. Unless noted, % is set by controls: 0 for no effect and ±100 for the full control effect; potency is the fitted concentration of half-maximal effect.
item	molecule	Imprint erasure	IkB signaling	p53ts 39C tox	p53ts 32C kill
1	CCOC(=O)c1ccccc1NC(=O)CSc1cn(CC(=O)N2CCCCC2)c2ccccc12	-14%[10.9 µM]	?	-18%	3%
2	CCN(CCCNC(=O)c1ccc(N2CCCC2=O)cc1)c1cccc(C)c1	-15%	2.4%	-10%	-6%
3	COc1ccc(NC(=O)Cn2cnc3c(oc4ccccc43)c2=O)cc1OC	-10%[10.9 µM]	?	-15%	-6%
4	Cc1cc(N2CCOCC2)cc(C)[n+]1[O-]	-2%	-1.7%	-1%	-2%
5	CC1=C(c2ccc(Cl)cc2)S(=O)(=O)N=C1N1CCC(C(=O)NCCc2ccco2)CC1	-3%[10.9 µM]	2.4%	-4%	3%
6	COc1ccccc1NC(=O)N(Cc1ccco1)C1CCN(C(C)=O)CC1	-11%[10.9 µM]	1.3%	-3%	23%
7	CCCOc1ccc(C2C(C(=O)c3ccc(C)o3)=C(O)C(=O)N2CCN2CCOCC2)cc1OC (stereo not drawn)	-11%	-0.2%	10%	3%
8	Cc1ccccc1CCNC(=O)C1CCN(S(=O)(=O)c2ccc3c(ccn3C)c2)CC1	6%[10.9 µM]	1.9%	-1%	0%
9	Cc1ccc(NC(=O)CC(=O)NCCN2CCOCC2)cc1	/	/	-27%	-5%
10	Cc1ccccc1-c1nsc(SCC(=O)c2ccc(Cl)cc2)n1	/	/	-10%	-12%
11	COCCNC(=O)CCn1nc(-c2ccc(Cl)cc2)ccc1=O	14%	0.9%	-6%	4%
12	O=C(NC1CC(=O)N(c2cccc(F)c2)C1)c1ccc(Br)o1 (stereo not drawn)	21%[10.9 µM]	-0.9%	3%	-1%
13	COc1cc(C(CC(=O)Nc2ccc(F)cc2F)N2Cc3ccccc3C2=O)cc(OC)c1OC (stereo not drawn)	8%[10.9 µM]	1.5%	0%	11%
14	O=C(c1ccc(S(=O)(=O)N2CCOCC2)cc1)N(Cc1ccco1)Cc1cccs1	-17%	4.4%	0%	25%
15	CC(=O)N1CCc2cc(Br)cc(S(=O)(=O)NCCCN3CCCC(C)C3)c21 (stereo not drawn)	8%	0.3%	-2%	-8%
16	c1ccc(Cc2nn3c(-c4ccncc4)nnc3s2)cc1	-9%	-0.8%	5%	6%
17	COc1ccc(CCNC(=O)c2ccc3c(c2)N(Cc2ccccc2C)C(=O)c2ccccc2S3)cc1OC	-21%[10.9 µM]	-0.4%	6%	11%
18	CC(C)Nc1nc(-c2ccccc2)nc(-n2ccnc2)n1	-11%	-1.8%	1%	14%
19	COc1cc2c(cc1OC)C(COc1ccc3c(C)cc(=O)oc3c1)N(C(=O)Cc1ccccc1)CC2 (stereo not drawn)	-4%[10.9 µM]	1.1%	28%	9%
20	CCC(=O)OC1(C#CCOc2ccc(OC)cc2)CCN(C)CC1	-21%	-1.3%	2%	7%
21	CC(C)Oc1ccc(S(=O)(=O)N(C(C)C)C(C)C)cn1	/	/	-14%	-1%
22	CN(C1CCCCC1)S(=O)(=O)c1ccc(S(=O)(=O)N2CCN(CCC#N)CC2)cc1	3%	-1.9%	-3%	4%
23	O=S(=O)(Cc1ccccc1)N1CCc2ccccc21	-25%	1.1%	7%	-3%
24	c1ccc2c(c1)CN1CCCC1=N2	3%&-15%	/	14%&-11%	5%&-14%
25	Cc1ccc2c(c1)N(CCC(=O)NCC1CCCO1)C(=O)CO2 (stereo not drawn)	23%	-1.0%	-11%	-1%
26	COc1ccc(CCNC(=O)CCS(=O)(=O)c2cccc3nsnc23)cc1OC	-3%	0.1%	-5%	1%
27	c1ccc(CNc2nc3ccccc3c3nc(-c4ccccc4)nn23)cc1	-4%[10.9 µM]	1.7%	-15%	8%
28	COc1ccc(N2CCN(c3nc4c(c(=O)[nH]c(=O)n4C)n3Cc3cccc(C)c3)CC2)cc1	5%	0.7%	-2%	12%
29	CC(=O)Nc1ccc2nc(SCc3ccccc3)sc2c1	-7%[10.9 µM]	-2.8%	0%	0%
30	CCOC(=O)c1c(NC(=O)c2noc3c2CCCC3)sc2c1CCCC2	-3%	0.9%	-2%	16%
31	O=C(Nc1ccc2oc(-c3cccc4c(Br)cccc34)nc2c1)c1cccc(Cl)c1	-4%[10.9 µM]	-1.1%	0%	1%
32	COc1cccc(NC(C)C(=O)N2CC(C)OC(C)C2)c1 (stereo not drawn)	-2%	0.5%	-4%	10%
33	COc1ccc(C(=O)c2cn(Cc3ccc(F)cc3)c3ccc(C)cc3c2=O)cc1	4%[10.9 µM]	?	-11%	-4%
34	O=C(NCc1ccccc1)c1ccc(/C=N/O)nc1	-2%	-2.4%	3%	2%
35	CC(=O)c1ccc(NC(=O)COc2ccccc2-c2nc(-c3ccccc3)no2)cc1	-9%[10.9 µM]	-2.4%	-27%	-13%
36	O=c1c2[nH]c3ccccc3c2ncn1C1CCCCC1	-21%	3.4%	-26%	-27%
37	O=C(O)c1cn(-c2ccccc2)nc1C(=O)O	/	/	0%	-12%
38	Cc1cccc(C)c1NC(=O)N1CCC(N2CCCCC2)CC1	-6%	2.2%	-3%	-9%
39	CC(=O)C1=C(O)C(=O)N(Cc2ccccc2)C1c1cccs1 (stereo not drawn)	-5%	1.0%	3%	31%[activator]
40	CCN(CC)C(=O)c1ccc2c(c1)N(Cc1c(F)cccc1Cl)C(=O)c1ccccc1S2	-4%[10.9 µM]	?	12%	56%[activator]
41	O=C(Nc1noc2ccccc12)c1cccc(Cl)c1Cl	-34%[inhibitor][10.9 µM]	-1.7%	5%	-17%
42	CCOc1ccc(OCC)c(NC(=O)CSc2nc3c(c(=O)n(C)c(=O)n3C)n2CC)c1	1%	0.4%	6%	5%
43	Cc1ccc(-c2nsc(NC(=O)c3oc4cc(C)c(Cl)cc4c3C)n2)cc1	19%[10.9 µM]	-2.3%	2%	6%
44	COc1ccc(NC(=O)Cn2c(=O)oc3cc(Cl)ccc32)c(OC)c1	-15%[10.9 µM]	-1.6%	38%[activator]	8%
45	Cc1ccc(OC(=O)CCC(=O)OCCCC(F)(F)C(F)(F)F)cc1	-8%	2.7%	0%	2%
46	Cc1cccc(N(CC(N)=O)C2SC(=O)N(c3ccccc3)C2=O)c1 (stereo not drawn)	-1%	?	11%	3%
47	C[C@@](N)(Cc1c[nH]c2ccccc12)C(=O)O	3%[10.9 µM]	-0.9%[11.4 µM]	9%[9.22 µM]	6%[9.22 µM]
48	COc1ccc2c(c1)c(CC(=O)OCC(=O)O)c(C)n2C(=O)c1ccc(Cl)cc1	-9%	6.5%[25.6 µM]	-1%	1%
49	COc1ccc(N2CCN(C(=O)c3cccn4c(=O)c5ccc(Cl)cc5nc34)CC2)cc1	3%[10.9 µM]	0.5%	31%[activator]	-2%
50	COCCCN(C(=O)c1cccnc1SC)c1c(N)n(Cc2ccccc2)c(=O)[nH]c1=O	-5%	0.1%	9%	2%
51	Cc1cccc(C(c2sc3nc(-c4ccco4)nn3c2O)N2CCOCC2)c1 (stereo not drawn)	?	-0.7%	-18%	-5%
52	CCCCN(CC)CCNC(=O)C1c2cc(OC)c(OC)cc2C(=O)N2CCc3ccccc3C12 (stereo not drawn)	-21%	4.3%	7%	1%
53	COc1cccc(CNC(=O)C2CCCN(S(=O)(=O)N(C)c3ccc(F)cc3)C2)c1OC (stereo not drawn)	-13%[10.9 µM]	?	-21%	2%
54	Oc1ccccc1Nc1ncnc2c1oc1ccccc12	-6%	13%	3%	2%
55	CCOC(=O)C1CCCN(S(=O)(=O)c2ccc3c(c2)N(C)C(=O)CC(=O)N3C)C1 (stereo not drawn)	4%[10.9 µM]	?	5%	5%
56	CC(=O)Nc1ccc(NS(=O)(=O)c2ccc(Cl)s2)cc1	-4%[10.9 µM]	3.4%	20%	3%
57	Cc1nc2ccccc2n1S(=O)(=O)c1ccc(S(=O)(=O)N2CCCCCC2)cc1	-21%	-0.1%	-1%	7%
58	COc1ccc(OC)c(NC(=O)C2=C(C)C(=O)OC23CCN(C(C)C)CC3)c1	7%[10.9 µM]	0.6%	?	-3%
59	NCCCc1ccc2oc3ccccc3c2c1	-26%[10.9 µM]	?	-6%[9.22 µM]	-2%[9.22 µM]
60	CCOCCCN1C(=O)CN(C2CCCCCC2)C(=O)C1c1ccc(OCC)c(OC)c1 (stereo not drawn)	-11%[10.9 µM]	0.9%	-21%	8%

# (continued)
item	molecule	Imprint erasure	IkB signaling	p53ts 39C tox	p53ts 32C kill
61	CCc1ccc2nc3c(c(C(=O)O)c2c1)CCC3	/	1.9%	1%	-14%
62	COCCNC(=O)CSc1nc(-c2ccc(F)cc2)[nH]c1-c1ccc(Cl)cc1	-7%[10.9 µM]	?	7%	-7%
63	Cc1nc(SCc2ccc(Cl)cc2)c(C#N)c(C)c1Cl	8%[10.9 µM]	-0.6%	17%	5%
64	O=S(=O)(c1ccc(-n2cnnn2)cc1)N1CCN(c2cccc(Cl)c2)CC1	-9%[10.9 µM]	0.2%	-12%	0%
65	CCC(C(=O)NC1CCCC1)N(Cc1cccs1)C(=O)Cn1nnc(-c2ccc(OC)c(OC)c2)n1 (stereo not drawn)	/	/	5%	5%
66	COc1ccc(C(=O)CSc2cc(C)nc3nc(C)nn23)cc1OC	-3%	3.0%	6%	-6%
67	COc1ccc(C(=O)Nc2ccc3nc4c(c(Nc5ccc(OC)c(OC)c5)c3c2)CCCC4)c(OC)c1	-6%[10.9 µM]	-1.7%	-61%	-8%

# By substructure: the compounds so far containing an aryl thioether with sulfur outside any ring (eight)
item	molecule	Imprint erasure	IkB signaling	p53ts 39C tox	p53ts 32C kill
1	CCOC(=O)c1ccccc1NC(=O)CSc1cn(CC(=O)N2CCCCC2)c2ccccc12	-14%[10.9 µM]	?	-18%	3%
10	Cc1ccccc1-c1nsc(SCC(=O)c2ccc(Cl)cc2)n1	/	/	-10%	-12%
29	CC(=O)Nc1ccc2nc(SCc3ccccc3)sc2c1	-7%[10.9 µM]	-2.8%	0%	0%
42	CCOc1ccc(OCC)c(NC(=O)CSc2nc3c(c(=O)n(C)c(=O)n3C)n2CC)c1	1%	0.4%	6%	5%
50	COCCCN(C(=O)c1cccnc1SC)c1c(N)n(Cc2ccccc2)c(=O)[nH]c1=O	-5%	0.1%	9%	2%
62	COCCNC(=O)CSc1nc(-c2ccc(F)cc2)[nH]c1-c1ccc(Cl)cc1	-7%[10.9 µM]	?	7%	-7%
63	Cc1nc(SCc2ccc(Cl)cc2)c(C#N)c(C)c1Cl	8%[10.9 µM]	-0.6%	17%	5%
66	COc1ccc(C(=O)CSc2cc(C)nc3nc(C)nn23)cc1OC	-3%	3.0%	6%	-6%
